Glioma ERSR ind = qHTS for Inducers of the Endoplasmic Reticulum Stress Response (ERSR) in Human Glioma: qHTS | Potency, µM, for the others: top-dose activation, hits mostly activators | U87-MG GRP78 promoter luciferase reporter, 16 h | actives 0.02% (n = 420,000); further: potency means the concentration at half of the fitted maximal effect; series mostly up to about 76 µM; % of control where 0% means no effect; nearly all actives have a fitted effect of over 35% in size
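Stably transfected U87-MG human glioma cells carrying a GRP78-based luminescent sensor were seeded at 1000 cells/well, pin-dosed with compounds and incubated 16 h. Luciferase reagent was then added, and end-point luminescence was read after 10 min at room temperature.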
ERG Ets-DNA blk = qHTS for Small Molecule Inhibitors of the ERG Ets/DNA interaction; fluorescence polarization, His-ERG Ets domain / labelled DNA; Transcriptional regulator ERG (Homo sapiens), P11308; Potency, µM (titrated, usually from 76.9 µM), for the others: at the highest dose FP activity, negative = inhibition, usual class: inhibitors; actives 0.028% (n = 370,000); active means well fitted inhibition curve with a large enough effect in the polarisation, with a control signal flat; inconclusive means small, poorly fitted or top-dose-only effect, or effect the other way, or a change in a side signal; inactive means no such curve, though single readings can be large or run the other way; the % refers to the polarisation;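 further: polarization taken with two DNA probes labelled with fluorescein and Texas red; potency means the concentration at half of the fitted maximal effect; % of control where 0% means no effect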
Target sequence (P11308 whole entry, looked up, the tested form may be a part): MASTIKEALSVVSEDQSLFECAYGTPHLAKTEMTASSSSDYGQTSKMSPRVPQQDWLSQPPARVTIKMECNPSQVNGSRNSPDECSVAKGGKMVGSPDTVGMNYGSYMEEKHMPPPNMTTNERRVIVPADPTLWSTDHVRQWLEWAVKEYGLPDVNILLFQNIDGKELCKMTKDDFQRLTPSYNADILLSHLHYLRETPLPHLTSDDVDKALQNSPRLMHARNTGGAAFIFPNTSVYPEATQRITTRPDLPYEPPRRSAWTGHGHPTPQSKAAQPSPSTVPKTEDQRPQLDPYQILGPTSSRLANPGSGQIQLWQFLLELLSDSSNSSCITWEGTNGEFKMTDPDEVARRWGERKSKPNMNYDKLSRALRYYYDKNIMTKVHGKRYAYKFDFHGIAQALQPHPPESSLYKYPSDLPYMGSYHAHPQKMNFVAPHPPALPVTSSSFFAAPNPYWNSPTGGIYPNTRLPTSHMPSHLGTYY
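His-tagged ERG Ets domain (1 uM in the protein solution; 300mM KCl, 50mM Tris-HCl, 1mM EDTA, 1mM DTT, pH 7.5) received compound, then a probe mix of 5 nM fluorescein-DNA and 100nM Texas-615-DNA. Fluorescence polarization was read for both dyes.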
Vif-APOBEC3G blk = qHTS for Inhibitors of Vif-A3G Interactions: qHTS. DNA dC->dU-editing enzyme APOBEC-3G (Homo sapiens), Q9HC16. HeLa A3G-eYFP + Vif (tagged APOBEC3G with the HIV-1 protein that degrades it), YFP fluorescence, overnight. Potency, µM (highest dose often 46.1 µM), for inactives: top-dose activity, negative = active, most hits filed as inhibitors. actives 0.076% (n = 410,000). AID 602310, 2012;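 further: potency means the concentration at half of the fitted maximal effect; on the % scale 0 is the no-effect control and ±100 the full control effect; nearly all actives have a fitted effect of over 60% in size; hits raise eYFP signal because A3G escapes Vif-driven loss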
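Read-out is eYFP fluorescence (Ex 488/Em 500-530) from Vif-expressing HeLa A3G-eYFP cells; more signal means A3G escaped Vif-mediated degradation. Cells plated overnight, compound pinned in, incubated overnight at 37 deg C.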
Vif-A3F inh = qHTS for Inhibitors of Vif-A3F Interactions: qHTS; HeLa A3F-eYFP + Vif (tagged APOBEC3F with the HIV-1 protein that degrades it), YFP fluorescence increase; Potency, µM (series often up to 46.1 µM), without a hit: at the highest dose activity, negative = active; actives 0.2% (n = 390,000); further: potency means the concentration at half of the fitted maximal effect; % of control where 0% means no effect; nearly all actives have a fitted effect of over 65% in size
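HeLa cells stably expressing Vif plus C-terminally eYFP-tagged A3F were seeded, incubated overnight at 37 deg C, dosed with compound, incubated overnight again at 37 deg C. Yellow fluorescence (Ex 488/Em 500-530) reported blocked Vif-mediated A3F-eYFP degradation.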
LDHA inh = qHTS assay for inhibitors of human lactate dehydrogenase; AID 1347041, 2019; actives 0.15% (n = 480,000); activity change, % (values are at about 110 or 230 µM); purified LDHA, NADH/diaphorase-resazurin fluorescence; hits give low values; L-lactate dehydrogenase A chain (Homo sapiens), P00338; in the data active means activity change below about -30%; inconclusive means mostly about -25% to -30%;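 further: plate controls were DMSO wells for no effect and wells without enzyme for full effect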
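Human LDH5 (2 nM) was incubated with 0.06 mM NADH and 0.2 mM pyruvate for 5 min at room temperature in Tris pH 7.4. Remaining NADH was coupled through diaphorase/resazurin, and resorufin fluorescence was read at 0 and 20 min.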
RGS4 inhibitor = Inhibitors of Regulator of G Protein Signaling (RGS) 4: qHTS; Regulator of G-protein signaling 4 (Homo sapiens), P49798; Transcreener GDP fluorescence polarization, RGS4-accelerated GTP hydrolysis; Potency, µM (titrated, usually from 114 µM), without a hit: top-dose activity change, negative = inhibition, usual class: inhibitors; actives 0.039% (n = 390,000); AID 504845, 2011; further: potency means the concentration at half of the fitted maximal effect; on the % scale 0 is the no-effect control and ±100 the full control effect; nearly all actives have a fitted effect of over 75% in size; some results filed as inactive show a strong effect at the top dose
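MLSMR compounds (23 nl, pin-transferred) preincubated 10 min at room temperature with a 500nM (2x) first reagent, then RGS4 at 900nM (2x) plus Transcreener GDP mix added; fluorescence polarization (620/688 nm) read before and after 90 min at 30 °C.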
D2 agonist = HTS Assay for Allosteric Agonists of the Human D2 Dopamine Receptor: Primary Screen for Agonists; HEK293 T-REx D2 cells, calcium flux agonist mode; activation, % at 2 µM; actives 0.53% (n = 340,000); D(2) dopamine receptor (Homo sapiens), P14416;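 active means activation over 3 SD above normal in the single-dose calcium agonist read, cut at about 30% in these data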; further: 0% is about no effect
Target sequence (P14416 whole entry, looked up): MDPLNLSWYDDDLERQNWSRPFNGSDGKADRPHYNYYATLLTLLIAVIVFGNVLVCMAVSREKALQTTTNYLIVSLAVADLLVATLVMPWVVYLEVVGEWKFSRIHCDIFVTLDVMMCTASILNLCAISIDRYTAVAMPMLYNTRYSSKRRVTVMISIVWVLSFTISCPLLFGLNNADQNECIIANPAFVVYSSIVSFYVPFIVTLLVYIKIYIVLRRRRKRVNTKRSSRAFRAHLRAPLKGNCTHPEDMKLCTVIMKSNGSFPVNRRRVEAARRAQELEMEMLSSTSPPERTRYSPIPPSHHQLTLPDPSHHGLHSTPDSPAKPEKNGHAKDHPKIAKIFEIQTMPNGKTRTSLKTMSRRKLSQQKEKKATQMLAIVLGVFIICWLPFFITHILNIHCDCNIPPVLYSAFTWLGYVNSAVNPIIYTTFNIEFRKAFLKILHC
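Calcium-flux readout, 1 cycle/sec over 180 s following compound pin transfer, in inducible HEK293 Trex D2 cells (force-coupled); dopamine controls included. Positive calcium responses during this window marked compounds as potential agonists.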
12-LOX inh = Primary qHTS assay for inhibitors of human arachidonate 12S-lipoxygenase (ALOX12): Round 2 | Polyunsaturated fatty acid lipoxygenase ALOX12 (Homo sapiens), P18054 | purified 12hLO, xylenol orange hydroperoxide absorbance | Potency, µM (doses to about 108 µM), for the others: at the highest dose activity change, negative = inhibition, hits mostly inhibitors | actives 1.1% (n = 580,000); further: potency means the concentration at half of the fitted maximal effect; on the % scale 0 is the no-effect control and ±100 the full control effect
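Hydroperoxide product was detected by ferrous iron/xylenol orange as the 573 to 405 nm absorbance ratio. Arachidonic acid at 40 uM (final) was turned over for 30 min at room temperature by 150 nM human 12hLO, pH 7.0 Hepes buffer, after 15 min compound preincubation.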
D2 antag = HTS Assay for Allosteric Antagonists of the Human D2 Dopamine Receptor: Primary Screen for Antagonists. D(2) dopamine receptor (Homo sapiens), P14416. HEK293 TREx D2 cells, calcium flux, dopamine EC80. inhibition, % at 10 µM. actives 2% (n = 340,000); in the data active means inhibition above about 30%; further: 0% is about no effect
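Cells plated overnight at 30 C with tetracycline; no-wash calcium dye, 30–90 min RT; 10 s baseline; compound pinned; 180 s read; EC80 dopamine added; another 180 s read.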
An asterisk follows results filed as active; i = inactive; ? = inconclusive; . = no result given; & = joins results of further samples; [ ] = another dose, or the depositor's remark. Unless noted, the call rests on the fitted dose curve; in most records, active means well fitted curve in the direction sought with a large enough effect; inconclusive means small, poorly fitted or top-dose-only effect, or another doubt; inactive means no such curve, though single readings can be large; an effect the other way counts as inactive or inconclusive.

Molecule,RGS4 inhibitor,12-LOX inh,D2 agonist,ERG Ets-DNA blk,Vif-A3F inh,D2 antag,LDHA inh,Glioma ERSR ind,Vif-APOBEC3G blk
O=C(NCC1CCCO1)c1cccc(NS(=O)(=O)c2ccc(Br)cc2)c1 (configuration not stated),4%,?,0.0,16%,1%,-4,-8,-3%,3%
CCn1c(=O)c2cc(C(=O)NCCC(C)C)sc2c2ccccc21,-10%,13%,-1.4,2%,-6%,1,0,-2%,-1%
C=CCn1c(C)cc(-c2csc(NCC)n2)c1C,?,-28%,0.5,4%,-20%,2,12,0%,-2%
COC(=O)c1ccc(C(=O)OC)c(NC(=S)N2CCN(c3ccccc3F)CC2)c1,36%,1%,5.0,-2%,3%,-18,-9,-2%,0%
Cc1nn(-c2ccccc2)cc1C(=S)Nc1ccccc1,-1%,-3%,-0.4,-7%,17%,-15,0,5%,3%
c1ccc2c(c1)oc1c(-c3cccc4nccn34)cccc12,.,?,.,.,.,.,-2,-2%,?
Cc1ccc(OCC(=O)Nc2ccc3c4c(cccc24)CC3)c(C)c1,15%,-12%,0.8,0%,1%,-7,-6,-1%,-1%
CCCCC(=O)NCCc1cc2c(OC)ccc(OC)c2[nH]c1=O,5%[11.4 µM],-5%,-0.7,3%,-2%,16,6,-3%,-2%
CC(=O)N1CC(=O)N(c2ccccc2)C1=O,-7%,12%,0.9,-14%,8%,2,-12,-1%,-3%
CCn1nccc1C(=O)Nc1cccc(C)c1C,-22%,-2%,0.4,-6%,7%,14,-1,-3%,0%
O=[N+]([O-])c1cccc(S(=O)(=O)NC2CC3CCC2C3)c1 (configuration not stated),1%,27%,-0.6,12%,-4%,-4,1,-5%,3%
CCN(CC)S(=O)(=O)c1ccc2c(c1)nc(SCC(=O)NCC1CCCO1)n2CC (configuration not stated),8%,-4%,0.1,2%,-2%,4,-5,-4%,0%
CCOc1cc(C(=O)Nc2ccc(NC(C)=O)cc2)ccc1OCC(=O)N1CCCCC1,7%,-8%,0.4,4%,2%,-7,-8,-3%,-3%
Cc1cccc(C)c1NC(=S)N(Cc1ccco1)C1CCN(C(C)C)CC1,-4%,-18%,-0.3,0%,0%,1,-6,-2%,1%
CCCCC[C@H](O)/C=C/[C@@H]1[C@@H](C/C=C\CCCC(=O)O)[C@H]2CO[C@@H]1C2,i,-5%,.,4%,0%,.,-5,-1%&-1%,3%
C[C@H](NS(=O)(=O)c1ccccc1F)C(=O)OCC(=O)Nc1ccc2c(c1)OCCO2,27%,11%,.,-13%,1%,.,-5,-1%,3%
CC(C)(C)c1ccc(C(=O)NC(=S)NCc2cccnc2)cc1,-32%,?,2.4,10%,4%,14,1,-2%,4%
CC(C(N)=O)N1C(=O)C2C3C=CC(C3)C2C1=O (configuration not stated),-14%,-24%,0.4,4%,-1%,-3,3,-2%,-2%
COc1ccccc1NC(=O)COC(=O)CCS(=O)(=O)c1ccc(C)cc1,-49%,?,0.3,4%,1%,11,-5,-6%,-6%
C(C#CCCCCCCCCC[n+]1ccccc1)#CCCCCCCCCC[n+]1ccccc1,-37%&-18%,.,.,-4%&0%,-8%&6%,.,-7&-4,-15%&-17%,3%&4%
O=c1c2ccccc2nc2ccccn12,-8%,?,0.4,-7%,3%,8,-6,9%,0%
COc1cccc(CNC(=O)c2ccc3c(c2)nc2n3CCOC2)c1,-21%,-6%,0.7,-3%,3%,.,-9,0%,2%
Cc1coc2cc3oc(=O)c(CCC(=O)NCC(=O)O)c(C)c3cc12,-7%,.,-0.4,4%,-11%,-6,-1,-1%,1%
COc1ccc(OC)c(NC(=O)Cn2ccn(-c3ccc(OC)c(OC)c3)c(=O)c2=O)c1,5%,-19%,1.4,1%,-13%,.,-4,-2%,-2%
O=C1CSC(c2ccccc2)N1c1nc(-c2ccc(Cl)cc2Cl)cs1 (configuration not stated),-25%,8%,0.2,-24%,-29%,14,-2,-2%,1%
Clc1ccc(-c2nnc3n2CCCC3)cc1Cl,-3%,-4%,-0.2,-3%,-5%,-6,-12,0%,0%
O=C(NCC1CCCO1)c1c(O)c2cccc3c2n(c1=O)CCC3 (configuration not stated),-19%,371%[activator],-0.9,-2%,3%,-2,-2,1%,3%
O=C(Cn1c(=O)n(CCC(=O)N2CCCCC2)c(=O)c2sccc21)NCc1ccccc1,-24%[56.9 µM],3%,-0.8,2%,-6%,-13,-2,1%,0%
COc1ccc(CCNC(=O)CSc2ccc(-c3ccco3)nn2)cc1,-30%,15%,0.0,9%,1%,7,-5,-6%,-2%
Cc1oc(-c2ccc(C(=O)NCc3ccccc3)cc2)nc1CN1CCc2ccccc21,0%,-25%,1.4,2%,2%,.,2,-2%,1%
Cc1c(C(=O)Nc2ccccc2)sc2ncn(CC(=O)N3CCCCC3)c(=O)c12,-8%,-18%,-2.7,-3%,-1%,-11,-7,-6%,-6%
CC(C)(C)CNc1cc(N2CCCC2)ccc1[N+](=O)[O-],35%,-6%,.,5%,0%,.,-2,0%,2%
COCCN1C=C2C(=O)C(C)(OC(=O)CCc3ccccc3)C(=O)C=C2C=C1c1ccc(C#N)cc1 (configuration not stated),-14%,-6%,0.0,6%,0%,-18,12,-2%,-2%
COCCCNc1nc(N)c([N+](=O)[O-])c(NCC2CCCO2)n1 (configuration not stated),-4%,0%,5.9,10%,10%,0,-1,-3%,-7%
CC(C)c1ccc(NC(=O)c2csnn2)cc1,-2%,19%,-0.3,-3%,-5%,-2,-12,5%,1%
CN(Cc1ccccc1F)C(=O)c1sccc1-c1ccccc1,-14%,23%,-0.8,13%,-3%,0,-2,12%,-19%
CCOc1ccc(-c2c(C)sc3nc[nH]c(=O)c23)cc1,8%,-1%,1.1,-2%,-5%,-11,-2,-6%,0%
CCOC(=O)C1=C(C)N=c2sc(=Cc3cc(Cl)c(OCC(=O)O)c(Cl)c3)c(=O)n2C1c1cccc(OC)c1 (configuration not stated),.,?,.,.,.,.,-8,-5%,?
CCc1nnc(NC(=O)CN2CCN(c3cccc(OC)c3)CC2)s1,-1%,2%,0.5,-12%,-10%,9,1,-6%,-1%
COc1ccc(-c2nc3ccccc3s2)cc1,1%,?,0.4,3%,-2%,-25,0,-11%,-2%
C=CCSc1ncccc1C(=O)NCc1ccc(C)cc1,-5%,-13%,0.7,-5%,-9%,-10,-6,-5%,-1%
NNC(=O)CNC(=O)CNS(=O)(=O)c1ccccc1,11%,8%,0.8,6%,11%,1,-2,-1%,0%
O=S(=O)(/N=C(/Nc1cccc2ccccc12)c1ccccc1)c1ccc(F)cc1,24%,1%,.,12%,7%,.,-11,-6%,4%
COC(=O)C1=C(C)N(C(C)c2ccccc2)C(=O)/C1=C\c1ccco1 (configuration not stated),-26%,?,0.6,-2%,0%,15,2,0%,-2%
O=C1C(Cl)=C(NCCCN2CCOCC2)C(=O)c2ccccc21,0%,?,.,2%,2%,.,6,1%,1%
O=c1cc(NCCO)c2ccccc2o1,-15%,10%,0.5,-6%,6%,-1,0,-3%,1%
O=Cc1ccccc1OCCN1CCCC1=O,-2%,8%,.,1%,1%,.,-7,-2%,1%
CC1CCN(C(=O)c2ccccc2NC(=O)c2cccs2)CC1,7%,-4%,-1.7,2%,-1%,4,0,-6%,9%
Fc1ccccc1C1=NC(c2ccc(C(F)(F)F)cc2)=Nc2ccccc2N1,-17%,-27%,-0.9,3%,.,.,-2,.,.
Cc1sc(NC(=S)NC(=O)c2cccs2)nc1-c1ccc(CC(C)C)cc1,-1%,23%,0.6,10%,4%,-6,-3,-6%,4%

Further records follow:
Molecule,RGS4 inhibitor,12-LOX inh,D2 agonist,ERG Ets-DNA blk,Vif-A3F inh,D2 antag,LDHA inh,Glioma ERSR ind,Vif-APOBEC3G blk
Cc1ccc(C)c(Cn2nnc3c(=O)[nH]c(C4CCN(S(=O)(=O)c5ccc(S(=O)(=O)NC6CC6)cc5)CC4)nc32)c1,?,?,0.1,4%,?,-7,3,0%,-7%
Cc1ccc(NC(=O)CN(C)CC(=O)Nc2cccc(F)c2)cc1[N+](=O)[O-],-10%,-1%,1.4,0%,14%,4,-1,-3%,0%
CCCCC(=O)Nc1ccc(NC(=O)c2cnccn2)cn1,9%,17%,0.2,9%,-1%,14,-1,-1%,-3%
Cc1ccc2c(c1)N(CC(=O)NCCCN1CCOCC1)C(=O)c1cccnc1O2,-13%,-23%,-0.6,-3%,1%,17,-15,1%,0%

Assay outcomes as filed in PubChem BioAssay.

The list is partial; rates above refer to the full screens.
